D1 ag – Allosteric Agonists of the Human D1 Dopamine Receptor: qHTS | AID 504660, 2011 | activation, % at 2 µM | D(1A) dopamine receptor (Homo sapiens), P21728 | hit rate 1% among 360,000 | HEK293 T-REx D1 cells, calcium flux, agonist mode; in the data active = activation above about 30%; also: 0% is about no effect
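Tetracycline-induced HEK293 TREx D1 cells, force-coupled to calcium signalling, were dye-loaded with a no-wash calcium kit. Compound was pin-added after a 10 s baseline. Fluorescence was read kinetically at 1 cycle/s for 180 s, with calcium rises flagged as agonism.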
D2 PAM – HTS Assay for Positive Allosteric Modulators of the Human D2 Dopamine Receptor: Primary Screen for Potentiators; D(2) dopamine receptor (Homo sapiens), P14416; HEK293 T-REx D2, calcium flux, EC20 dopamine potentiation; potentiation, % at 10 µM; hit rate 0.34% among 340,000; AID 485347, 2010;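 active = potentiation over 3 SD above the plate norm, cut at about 30% in these data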; also: 0% is about no effect
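Primary screen. Calcium kinetics in induced HEK293 T-REx D2 cells: compound pre-addition 180 s, EC20 dopamine, 180 s more.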
RXFP1 ag – qHTS Assay for Agonists of the Relaxin Receptor RXFP1; Relaxin receptor 1 (Homo sapiens), Q9HBX9; HEK293T-RXFP1 cAMP TR-FRET, 30 min; response scale: percent of porcine relaxin response, buffer zero; Potency, µM (highest dose often 57.5 µM), for inactives: top-dose activation, usual class: activators; hit rate 0.3% among 370,000; AID 2676, 2010; also: potency is read from the fitted curve at half-maximal effect; % is scaled to controls: 0 for no effect and ±100 for the full control effect; nearly all actives have a fitted effect of over 60% in size; many of its hits are not listed in these tables
Target sequence (Q9HBX9 whole entry, looked up): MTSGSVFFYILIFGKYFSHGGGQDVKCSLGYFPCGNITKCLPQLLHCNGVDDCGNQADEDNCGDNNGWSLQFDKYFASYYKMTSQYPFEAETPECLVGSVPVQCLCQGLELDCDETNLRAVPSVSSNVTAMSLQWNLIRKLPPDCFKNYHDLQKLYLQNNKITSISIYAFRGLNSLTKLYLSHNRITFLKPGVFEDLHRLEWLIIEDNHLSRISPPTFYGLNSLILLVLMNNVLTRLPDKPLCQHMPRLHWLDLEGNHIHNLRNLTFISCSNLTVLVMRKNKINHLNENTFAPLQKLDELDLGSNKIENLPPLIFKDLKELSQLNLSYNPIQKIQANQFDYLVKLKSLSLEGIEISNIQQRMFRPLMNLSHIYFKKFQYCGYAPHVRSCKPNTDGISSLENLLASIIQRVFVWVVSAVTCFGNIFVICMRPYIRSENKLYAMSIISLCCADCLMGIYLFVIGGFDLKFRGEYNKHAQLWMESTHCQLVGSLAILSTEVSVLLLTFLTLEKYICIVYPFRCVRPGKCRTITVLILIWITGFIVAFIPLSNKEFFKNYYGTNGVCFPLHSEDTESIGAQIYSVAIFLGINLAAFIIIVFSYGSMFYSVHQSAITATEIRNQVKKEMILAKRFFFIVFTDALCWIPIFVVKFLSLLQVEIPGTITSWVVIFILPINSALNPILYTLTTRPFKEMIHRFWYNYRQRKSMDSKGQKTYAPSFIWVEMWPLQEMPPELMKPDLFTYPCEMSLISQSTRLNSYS
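HEK293T cells stably expressing RXFP1 were pretreated with the PDE4 inhibitor Ro 20174, exposed to compounds for 30 min at 37C, lysed, and cAMP was read by TR-FRET. Data normalized to buffer (basal) and 29 nM porcine relaxin (100%).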
Apoferritin bind – qHTS Assay for Identification of Novel General Anesthetics; hit rate 0.074% among 350,000; Ferritin light chain (Equus caballus), P02791; apoferritin/1-aminoanthracene competitive binding, fluorescence; Potency, µM (titrated, usually from 77.5 µM), without a hit: at the highest dose activity change, negative = displacement, hits mostly inhibitors; also: potency is read from the fitted curve at half-maximal effect; % is scaled to controls: 0 for no effect and ±100 for the full control effect; nearly all actives have a fitted effect of over 20% in size
Target sequence (P02791 2-175 limits assumed): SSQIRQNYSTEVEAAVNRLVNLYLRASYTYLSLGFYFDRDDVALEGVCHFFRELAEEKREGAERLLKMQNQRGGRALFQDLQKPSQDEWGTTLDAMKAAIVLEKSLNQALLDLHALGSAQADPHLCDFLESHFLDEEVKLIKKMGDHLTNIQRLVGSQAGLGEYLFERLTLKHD
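Apoferritin-based anesthetic binding model; compound displacement of fluorescent 1-AMA measured as endpoint fluorescence after 10 minutes at room temperature, scaled to free-ligand and complex controls.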
D1 antagonist – Antagonist of Human D 1 Dopamine Receptor: qHTS. D(1A) dopamine receptor (Homo sapiens), P21728. HEK293 TREx D1 cells, calcium flux, dopamine EC80; active compounds read low. activity change, negative = inhibition, % at 10 µM. hit rate 3.2% among 360,000. AID 504652, 2011; in the data active = activity change below about -30%; also: % is scaled to controls: 0 for no effect and ±100 for the full control effect
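Allosteric or orthosteric antagonism assessed as attenuation of the calcium response to EC80 dopamine, added 180 s after compound, in induced HEK293 Trex D1 cells loaded with no-wash calcium dye.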
TRHR agonist – qHTS for Small Molecule Agonists and Allosteric Enhancers of Human TRH Receptor: Primary Screen for Agonists; Thyrotropin-releasing hormone receptor (Homo sapiens), P34981; TRHR cells, calcium flux fluo-8, FDSS agonist mode; activation, % at 2 µM; hit rate 0.18% among 360,000; in the data active = activation above about 30%; also: 0% is about no effect
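Agonist-mode FDSS calcium read (Ex 480/Em 530, 1 s cycles) in 1536-well TRHR cells with fluo-8 dye, after 10-cycle baseline and 23 nL compound addition; TRH at EC20 (10 nM final) added afterwards for the enhancer phase.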
RXFP1 antagonist – qHTS Assay for Antagonists of the Relaxin Receptor RXFP1; Relaxin receptor 1 (Homo sapiens), Q9HBX9; HEK293-RXFP1, relaxin-stimulated cAMP HTRF, 30 min; active compounds read low; activity change, negative = inhibition, % at 57.5 µM; hit rate 0.59% among 350,000;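 active = activity change of -60% or lower, but not beyond a set lower limit; inconclusive = change between -60% and -40%, or beyond the set limit; inactive = change above -40%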; also: % is scaled to controls: 0 for no effect and ±100 for the full control effect
D1 potentiator – Potentiators of Human D1 Dopamine Receptor: qHTS; hit rate 0.036% among 360,000; HEK293 TREx D1 cells, calcium flux, dopamine EC20 potentiation; AID 504651, 2011; D(1A) dopamine receptor (Homo sapiens), P21728; potentiation, % at 10 µM; in the data active = potentiation above about 30%; also: 0% is about no effect
TRHR enhancer – qHTS for Small Molecule Agonists and Allosteric Enhancers of Human TRH Receptor: Primary Screen for Enhancers. Thyrotropin-releasing hormone receptor (Homo sapiens), P34981. TRHR cells, fluo-8 calcium fluorescence, EC20 TRH enhancement. enhancement, % at 2 µM. hit rate 0.66% among 360,000; in the data active = enhancement above about 30%; also: 0% is about no effect
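Enhancer read-out: after compound pinning and an initial kinetic agonist-mode read, an EC20 of TRH (10 nM final) was injected and fluo-8 calcium signal (Ex 480/Em 530) followed at 1 s/cycle for 100 cycles in TRHR-expressing cells.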
* = called active by the depositor; ? = inconclusive; nt = no result given. Unless noted, calls follow the shape of the dose curve; as a rule, active = well fitted curve in the direction sought with a large enough effect; inconclusive = small, poorly fitted or top-dose-only effect, or another doubt; inactive = no such curve, though single readings can be large; an effect the other way counts as inactive or inconclusive. Not all compounds are listed. The share of hits here may be higher or lower than overall.

Field names – A = D1 ag; B = D2 PAM; C = RXFP1 ag; D = Apoferritin bind; E = D1 antagonist; F = TRHR agonist; G = RXFP1 antagonist; H = D1 potentiator; I = TRHR enhancer
#1 O=C(Cc1ccccc1)Nc1sc2c(c1C(=O)Nc1ccccc1)CCCCC2
  A: 3.9 | B: 7.2 | C: -2.1% | D: -10.6% | E: -2.3 | F: 1.1 | G: ? | H: -1.5 | I: 6.9

#2 Cc1nc(SCC(=O)CC(=O)OC(C)C)c(C#N)c(C)c1C
  A: 4.7 | B: nt | C: 2.6% | D: -6.7% | E: 5.6 | F: 0.0 | G: 8.2 | H: 3.4 | I: -4.1

#3 CCOC(=O)C1=C(CC)Nc2ccccc2N/C1=N\S(=O)(=O)c1ccc2ccccc2c1
  A: -0.3 | B: 8.5 | C: -0.1% | D: -12.2% | E: -9.1 | F: 0.7 | G: 7.6 | H: 9.1 | I: -2.7

#4 CCOC(=O)N1CCN(c2ccc(N3C(=O)CCCC3=O)cc2[N+](=O)[O-])CC1
  A: -0.9 | B: 1.7 | C: -0.4% | D: -7.0% | E: -10.0 | F: 0.2 | G: 5.9 | H: -1.5 | I: -3.0

#5 Cc1c(C(=O)OCC(=O)N2CC(C)OC(C)C2)oc2ccc(Br)cc12 (centres undefined)
  A: -0.3 | B: 12.1 | C: 1.6% | D: ? | E: 24.2 | F: 0.0 | G: -10.2 | H: -8.7 | I: 3.2

#6 COC(=O)c1c(NC(=O)CS(=O)(=O)c2ccc(C)cc2)sc2c1CCCC2
  A: -1.3 | B: -4.4 | C: 1.6% | D: -3.0% | E: nt | F: 0.0 | G: -27.0 | H: -0.9 | I: -1.5

#7 Cc1nn(C)cc1CN(C)C(=O)CC12CC3CC(CC(C3)C1)C2
  A: 5.2 | B: 4.9 | C: -0.9% | D: -11.2% | E: 4.9 | F: -0.8 | G: -3.8 | H: -6.5 | I: 0.3

#8 O=C(NC(CCl)c1ccccc1)c1ccc(Cl)cc1 (centres undefined)
  A: 13.6 | B: -8.4 | C: -0.2% | D: -9.4% | E: 1.8 | F: -0.5 | G: 1.3 | H: -7.4 | I: -0.5

#9 COc1ccc(CN2CCNC(=O)C2CC(=O)NCC(C)(C)N2CCOCC2)cc1C (centres undefined)
  A: 4.4 | B: 6.1 | C: -1.9% | D: -10.2% | E: 9.2 | F: 0.1 | G: -13.0 | H: 4.5 | I: 3.4

#10 CCOC(=O)C(C)n1cnc2c(nnn2-c2ccc(OC)cc2)c1=O (centres undefined)
  A: 6.7 | B: 16.7 | C: -0.3% | D: -21.1% | E: -2.5 | F: -0.1 | G: 16.2 | H: -6.8 | I: 23.7

Some entries already given, limited to TRHR enhancer.
cpd	Molecule	TRHR enhancer
1	O=C(Cc1ccccc1)Nc1sc2c(c1C(=O)Nc1ccccc1)CCCCC2	6.9
2	Cc1nc(SCC(=O)CC(=O)OC(C)C)c(C#N)c(C)c1C	-4.1

Next section.
Field names – A = D1 ag; B = D2 PAM; C = RXFP1 ag; D = Apoferritin bind; E = D1 antagonist; F = TRHR agonist; G = RXFP1 antagonist; H = D1 potentiator; I = TRHR enhancer
#11 Cc1cc([N+](=O)[O-])cc(/C=N/n2c(C)nc3ccccc3c2=O)c1O
  A: 1.1 | B: 5.5 | C: 4.1% | D: -10.4% | E: 2.8 | F: 1.7 | G: ? | H: -5.0 | I: 1.1

#12 Cc1ccc(N2CC(C(N)=O)CC2=O)cc1C (centres undefined)
  A: 2.5 | B: -5.5 | C: 0.2% | D: 5.7% | E: -4.4 | F: 0.7 | G: -0.8 | H: 7.1 | I: 6.7

#13 COCCN(CCOC)C(=O)C12CCC(C)(C(=O)C1)C2(C)C (centres undefined)
  A: 2.8 | B: 9.6 | C: -2.6% | D: -15.5% | E: 0.1 | F: 0.1 | G: 6.0 | H: -0.7 | I: 9.4

#14 CCOC(=O)C(=Cc1ccc(F)cc1)C(=O)OCC
  A: -0.1 | B: 12.6 | C: 2.3% | D: -18.4% | E: 0.7 | F: 0.3 | G: nt | H: 6.2 | I: 7.7

#15 Cc1cc(C)c2oc(-c3cccc(NC(=O)c4cc5ccccc5o4)c3)nc2c1
  A: -0.2 | B: -1.9 | C: 23.8% | D: -9.4% | E: 5.8 | F: -0.8 | G: -3.8 | H: -1.6 | I: 4.9

#16 O=C(CSc1nnc2ccc(-c3cccnc3)nn12)Nc1ccc(F)cc1
  A: 0.1 | B: 0.9 | C: 6.0% | D: nt | E: 14.8 | F: -0.5 | G: -8.3 | H: 0.5 | I: 6.1

#17 CCN(C(=O)c1cccs1)c1nc(-c2ccc(OC)cc2)cs1
  A: 5.7 | B: 9.6 | C: -0.5% | D: -8.0% | E: 11.9 | F: -1.2 | G: -8.9 | H: 2.9 | I: -1.9

#18 CCS(=O)(=O)c1ccc2oc(Nc3ccc(OC)cc3)nc2c1
  A: 0.7 | B: -3.0 | C: 3.5% | D: -0.3% | E: 0.2 | F: 0.0 | G: -28.2 | H: -7.2 | I: -2.4

#19 CCOc1ccc(CCNC(=O)COC(=O)Cn2nc(C)c([N+](=O)[O-])c2C)cc1OCC
  A: 3.8 | B: 7.7 | C: 0.4% | D: nt | E: 19.6 | F: -0.3 | G: -7.6 | H: -1.6 | I: 18.9

#20 O=C(O)c1cccc(-n2nc(-c3ccc(Cl)c([N+](=O)[O-])c3)c3ccccc3c2=O)c1
  A: 5.3 | B: -4.0 | C: 6.0% | D: -11.5% | E: -2.9 | F: -0.4 | G: 15.3 | H: -4.2 | I: 10.7

One compound at a time, as listed above. Values in the order: D1 ag | D2 PAM | RXFP1 ag | Apoferritin bind | D1 antagonist | TRHR agonist | RXFP1 antagonist | D1 potentiator | TRHR enhancer
Shown for COCCN(CCOC)C(=O)C12CCC(C)(C(=O)C1)C2(C)C (centres undefined) = 2.8 | 9.6 | -2.6% | -15.5% | 0.1 | 0.1 | 6.0 | -0.7 | 9.4
Shown for CCOC(=O)C(=Cc1ccc(F)cc1)C(=O)OCC = -0.1 | 12.6 | 2.3% | -18.4% | 0.7 | 0.3 | nt | 6.2 | 7.7
Shown for CCN(C(=O)c1cccs1)c1nc(-c2ccc(OC)cc2)cs1 = 5.7 | 9.6 | -0.5% | -8.0% | 11.9 | -1.2 | -8.9 | 2.9 | -1.9
Shown for Cc1cc(C)c2oc(-c3cccc(NC(=O)c4cc5ccccc5o4)c3)nc2c1 = -0.2 | -1.9 | 23.8% | -9.4% | 5.8 | -0.8 | -3.8 | -1.6 | 4.9
Shown for CCOc1ccc(CCNC(=O)COC(=O)Cn2nc(C)c([N+](=O)[O-])c2C)cc1OCC = 3.8 | 7.7 | 0.4% | nt | 19.6 | -0.3 | -7.6 | -1.6 | 18.9

(more compounds)
Field names – A = D1 ag; B = D2 PAM; C = RXFP1 ag; D = Apoferritin bind; E = D1 antagonist; F = TRHR agonist; G = RXFP1 antagonist; H = D1 potentiator; I = TRHR enhancer
#21 COc1ccc(CN2CCc3c([nH]c4ccccc34)C2)cc1Br
  A: 3.3 | B: -5.5 | C: 1.5% | D: -11.2% | E: 0.5 | F: 1.8 | G: -0.2 | H: 0.2 | I: 0.8

#22 NS(=O)(=O)c1ccc(NC(=O)Cn2ncc3c2-c2ccccc2OC3)cc1
  A: 0.5 | B: 0.3 | C: 6.7% | D: 6.1% | E: 9.6 | F: 0.1 | G: -4.5 | H: -4.9 | I: -3.8

#23 O=C(c1ccc(S(=O)(=O)NCc2ccco2)cc1)N1CCN(c2ccc(F)cc2)CC1
  A: 0.2 | B: -3.6 | C: -1.5% | D: nt | E: 2.7 | F: 0.2 | G: -10.5 | H: -8.1 | I: 0.9

#24 Cc1ccc2nc(N(CCCN(C)C)C(=O)c3ccc(S(=O)(=O)N4CCCCCC4)cc3)sc2c1
  A: 37.6* | B: -15.4 | C: 0.7% | D: ? | E: 1.4 | F: 2.5 | G: -23.7 | H: 0.3 | I: 2.1

#25 O=C(Nc1ccc(OC(F)(F)F)cc1)C1CCCN(S(=O)(=O)c2cccc3nonc23)C1 (centres undefined)
  A: 4.7 | B: -1.7 | C: 1.4% | D: -13.2% | E: 9.3 | F: 0.9 | G: nt | H: -0.8 | I: 6.7

#26 Cn1c(CSCc2ccc(F)cc2)nnc1SCC(=O)Nc1nccs1
  A: 6.8 | B: 0.2 | C: 1.3% | D: -8.0% | E: -25.9 | F: 0.4 | G: 18.5 | H: 1.7 | I: 0.9

#27 Cc1ccc2oc(=O)c3cnn(CC(=O)NC4CCN(Cc5ccccc5)CC4)c3c2c1
  A: 5.9 | B: nt | C: 1.4% | D: -1.9% | E: 17.9 | F: 2.2 | G: 6.9 | H: nt | I: 7.5

#28 Cc1nc(N=Nc2ccc(O)cc2)n[nH]1
  A: 2.2 | B: 0.8 | C: 0.5% | D: -0.2% | E: 12.9 | F: -0.2 | G: 3.3 | H: -4.5 | I: -0.3

Screens: PubChem, National Center for Advancing Translational Sciences (NCATS)
